# hiPSC survival = hiPSC single-cell survival enhancement | ATPlite luminescence; 100% = ROCK inhibitor wells, 0% = DMSO | survival enhancement, % at 20 µM | hit rate 0.044% among 360,000 | AID 602274; in the data active means survival enhancement above about 18%;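 further: cells exposed to compounds for 16 hours before the ATP read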
# KKLEB cytotox = reduces viability of KKLEB cystic fibrosis airway cells; KKLEB CF airway cells viability, ATPlite luminescence, overnight; stronger effect = lower value; cells stimulated with P. aeruginosa culture filtrate; activity change (cytotoxicity), % at 5 µM; hit rate 0.36% among 360,000; AID 602141;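 active means corrected activity change at or below -50% at 5 µM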
# Peg3 promoter = reduces Peg3 promoter-driven luciferase expression in HeLa; inhibition, % at 20 µM; HeLa PEG-Prom luciferase reporter, luminescence, overnight; hit rate 1.7% among 360,000;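 active means inhibition of at least 50% at 20 µM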
# NR2E3 ag-1 = human photoreceptor-specific nuclear receptor agonism; Q9Y5X4; CHO-S Gal4-NCOR/VP16-NR2E3 two-hybrid, luciferase; inhibition of corepressor binding, % at 3.98 µM; hit rate 0.35% among 360,000; AID 602229;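 active means inhibition above the mean of all tested compounds plus 3 SD, cut at about 70% in these data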;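 further: 0% = DMSO with NR2E3 transfected cells and 100% = cells lacking NR2E3 construct; higher means lower luciferase signal from less NR2E3 corepressor binding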
# Target sequence (Q9Y5X4 whole entry, looked up, the tested form may be a part): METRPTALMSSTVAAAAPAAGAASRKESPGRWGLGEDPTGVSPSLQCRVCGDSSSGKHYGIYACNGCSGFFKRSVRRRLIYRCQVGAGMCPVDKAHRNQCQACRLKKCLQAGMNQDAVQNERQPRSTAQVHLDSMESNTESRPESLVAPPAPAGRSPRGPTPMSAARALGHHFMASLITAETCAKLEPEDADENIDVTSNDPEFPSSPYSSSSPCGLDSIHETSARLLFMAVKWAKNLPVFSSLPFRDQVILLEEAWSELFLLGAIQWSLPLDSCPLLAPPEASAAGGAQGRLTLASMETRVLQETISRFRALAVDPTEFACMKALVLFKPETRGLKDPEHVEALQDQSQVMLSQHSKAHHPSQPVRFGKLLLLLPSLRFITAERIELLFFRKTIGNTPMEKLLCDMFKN
# HIF-2a block = blocks HIF-2a reporter activity | AID 624352 | hit rate 0.72% among 360,000 | inhibition, % at 18.8 µM | 786-0 RCC cells HIF-2a reporter, luciferase luminescence, overnight;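 active means inhibition of the luminescence signal of 40% or more relative to plate controls, in a single-dose primary screen at 18.75 µM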
# Shn3 inh set2 = Schnurri-3 reporter inhibition in Clone20 osteoblasts; Clone20 osteoblast Shn3 3'UTR firefly luciferase, 24 h; inhibition, % at 12.5 µM; hit rate 0.52% among 360,000; AID 588674;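 active means mean inhibition of at least 75% with every replicate also reaching 75%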;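 further: 0% = median of neutral control wells and 100% = pilot-screen positive control compound; some compounds past the cut are filed as inactive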
# aDG glyco up = increases alpha dystroglycan glycosylation; Pro5-aDG cells, alpha-DG glycosylation AlphaScreen (IIH6); 0% Pro5, 100% B10-LARGE cell signal; activation, % at 10 µM; hit rate 0.22% among 360,000;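 active means activation of at least 8% versus controls, or a plate z-score of at least 8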;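 further: Pro5 are CHO cells carrying HIG-tagged alpha-DG that lacks glycosylation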
# NR2E3 ag-2 = agonists of human nuclear receptor NR2E3. inhibition of corepressor binding, % at 4.78 µM. Q9Y5X4. GST-NR2E3/biotin-RetCOR TR-FRET, 1536-well. hit rate 0.12% among 320,000. AID 2300;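 active means percent inhibition above the cutoff of mean plus 3 SD of all tested compounds, set per screening campaign, cut at about 20% in these data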;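 further: 0% = DMSO wells and 100% = biotin wells as full block of FRET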
#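 Test system – NR2E3–RetCOR corepressor complex · Quantity – NR2E3 fusion 1.35 nM · Buffer or medium – Tris pH 7.5 · Incubation – Compound–protein incubation for 5 h at 4 °C · Technique – TR-FRET, Eu(K)-anti-GST donor, streptavidin-D2 acceptor, ex 340, em 617/671 nm · Evaluation – percent inhibition of 671/617 nm emission ratio versus biotin and DMSO controls · Plate – 1536-well format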
# MITF TRPM1 inh = inhibitors of MITF-driven TRPM1 promoter in melanoma cells. hit rate 0.83% among 330,000. inhibition, % at 12.5 µM. SK-MEL-5 TRPM1 promoter luciferase, 24 h;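 active means mean inhibition across replicates of 60% or more, whatever share of single replicates reaches that level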; further: values of inactives mirror those of a sister screen read the other way
# CF NFkB block = inhibitors of cystic fibrosis induced NF-kB | KKLEB NF-kB-GFP reporter, PAF-induced, GFP fluorescence overnight | inhibition, % at 5 µM | hit rate 0.86% among 360,000 | AID 588850;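 active means at least 50% inhibition at 5 µM, scaled per plate between neutral and stimulator controls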;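 further: PAF is a Pseudomonas aeruginosa culture filtrate used as stimulus; plate controls were PAF-stimulated DMSO wells for no effect and unstimulated DMSO wells for full effect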
# TWEAK Fn14 block = inhibitors of TWEAK-Fn14 interaction signaling. hit rate 2% among 360,000. inhibition, % at 10 µM. TWEAK-stimulated Fn14 reporter cells, luciferase luminescence, 8 h; in the data active means inhibition above about 50%
# * hit, by the source's call; / = not tested or not shown; & = joins results of further samples.
SMILES,hiPSC survival,KKLEB cytotox,Peg3 promoter,NR2E3 ag-1,HIF-2a block,Shn3 inh set2,aDG glyco up,NR2E3 ag-2,MITF TRPM1 inh,CF NFkB block,TWEAK Fn14 block
COc1cc(OC)c(OC)cc1C#N,-2.4,0,4,11,22,-16,-0.1,-1,/,5,-9
Cc1ccccc1CC1(CO)CCCN(C(=O)c2ccc3ncccc3c2)C1 (stereo not drawn),-1.1,1,-5,-18,13,12,0.4,-1,6,16,18
O=C(CCc1nnc(CCCCc2ccccc2)o1)NC(c1cccnc1)C(F)(F)F (stereo not drawn),0.7,3,1,-10,3,-2,0.6,-3,/,6,-5
C#CCOCCOCCOCCNc1nc(N2CCN(C(=O)C([C@@H](C)O)n3cc([C@@H](N)CCCCN)nn3)CC2)nc(N2CCN(C(=O)[C@H](CC(N)=O)n3cc([C@@H](N)C(C)C)nn3)CC2)n1 (stereo partly drawn),3.6,-3,-4,-66,-4,-3,-0.1,/,-6,10,-11
CCOC(=O)c1c(NC(=O)CSc2nc3ccc(C)cc3[nH]2)sc2c1CC(C)(C)NC2(C)C,-0.7,-23,31,10,6,45,1.4,1,12,6,0
O=C(N/N=C/c1cccs1)c1ccc(NC(=O)c2ccccc2Cl)cc1,3.1,5,0,2,1,18,0.0,5,12,14,-3
O=C(COC(=O)C1CC1)NCCNC(=O)COC(=O)C1CC1,-0.1,3,6,16,13,-10,-0.3,-1,-14,-3,-6
CCCc1cnc(Nc2nc(C(N)Cc3ccc(OC)cc3)cs2)nc1 (stereo not drawn),-1.5,-18,100*,-8,-11,12,1.6,/,/,10,-21
CN(C)c1ccc(/C=C/c2ccc3ccccc3[n+]2C)cc1,-2.3,-13,37,52,-59,67,3.9,-28,88*,-73,64*
O=C(NNC(=O)c1ccc(SCC2CCCO2)c([N+](=O)[O-])c1)c1ccc(F)cc1 (stereo not drawn),-1.5,3,2,-5,12,-3,0.1,5,3,8,14
CCOc1cc(-c2ccc(N)c(OCC)c2)ccc1N,-0.9,6,2,-55,10,-32,-0.5,-8,8,6,-14
COc1ccc(-n2nc(C(=O)NCC(=O)N3CCCCCC3)c3ccccc3c2=O)cc1OC,-0.6,-8,-52,-28,-68,-6,-0.1,-1,-56,-1,-5
CCOc1cc(C(=O)OC(C)C(=O)Nc2ccc(S(N)(=O)=O)cc2)ccc1OCC(=O)N1CCOCC1 (stereo not drawn),-0.3,0,-2,8,18,-9,-0.3,-1,9,-8,-18
COc1ccccc1N(CC(=O)NCC1CCCO1)C(=O)CNS(=O)(=O)c1ccc(Cl)cc1 (stereo not drawn),0.3,-1,12,-6,13,8,0.3,1,5,1,8
Cc1ccc(-c2noc(CCC(=O)Nc3ccc4c(c3)OCO4)n2)cc1,4.7,2,-30,-6,-35,12,-0.1,0,1,-11,0
O=C(Nc1ccncc1)c1ccc(Cl)c(S(=O)(=O)N2CCc3ccccc32)c1,0.2,-31,45,-9,50*,89*,3.3,3,38,26,78*
CCCN(C)C[C@H]1Oc2cc(C#Cc3ccc(F)cc3)ccc2S(=O)(=O)N([C@H](C)CO)C[C@@H]1C,-2.3,-12,-6,-28,-1,5,0.2,/,/,26,-8
O=C(NC1CCCCC1)c1cccnc1Sc1ccccc1,-0.3,-10,8,-11,-2,18,0.0,-3,-1,26,21
CCn1c2ccccc2c2cc(NC(=O)c3ccccc3-c3ccccc3C(=O)O)ccc21,-0.7,12,4,-36,13,15,0.6,4,5,-4,-6
CCN(CC)S(=O)(=O)c1ccc2[nH]c(=O)cc(C(=O)NCC(c3ccco3)N3CCCC3)c2c1 (stereo not drawn),-0.3,-2,-4,7,7,-29,-0.2,-1,0,5,12
COc1cccc(C(C)(O)c2nc(-c3csc4ccccc34)cs2)c1 (stereo not drawn),0.9,-2,-15,15,-10,-12,-0.2,/,/,-3,17
O=C1CC(Cc2ccccc2)C(=O)N1CCc1ccc2c(c1)OCO2 (stereo not drawn),-1.5,0,-6,-18,7,-5,0.0,0,-13,10,-2
O=C1c2ccc(-c3ccc(Cl)c(C(F)(F)F)c3)cc2S(=O)(=O)c2cccc(C(=O)N3CCN(c4ccc(Cl)cn4)CC3)c21,-1.2,-6,-10,-31,-12,7,0.6,/,6,20,18
O=C(Cn1nnc(-c2cccs2)n1)OC1CCCCC1,2.5,5,0,15,2,-20,0.5,0,0,-13,-14
CCn1c(SCC(=O)O)nnc1-c1ccccc1OC,2.3,19,6,-33,9,-9,-0.3,4,13,-33,-11
C[C@H](CCC(=O)O)[C@H]1CC[C@H]2[C@@H]3CC[C@@H]4C[C@H](O)CC[C@]4(C)[C@H]3C[C@H](O)[C@]12C,1.8&-2.7&-1.1,-6&-1&16,13&13&-10,-17&-2&-8,10&2&12,4&11&-14,0.0&-0.2&2.0,0,3&0,-1&-8&-2,3&-6&-12
CC(C)c1ccc(S(=O)(=O)N2CCN(C(=O)CN3C(=O)NC(C)(c4ccccc4)C3=O)CC2)cc1 (stereo not drawn),-0.3,-3,8,-18,14,-3,-0.1,-1,-5,24,-5
CC1(OC(=O)CCc2ccccc2)C(=O)C=C2C=C(c3ccc(C#N)cc3)N(c3ccccc3)C=C2C1=O (stereo not drawn),-1.6,-8,11,2,-1,10,0.0,-2,-4,-13,1
CCC(Oc1ccccc1)C(=O)OCC(=O)Nc1sccc1C(N)=O (stereo not drawn),0.2,7,16,-4,14,24,-0.4,1,6,-7,30
C=CCNC(=O)C1COc2ccccc2O1 (stereo not drawn),-0.5,-2,6,-3,9,6,0.7,2,-6,3,-10
Cc1cc2oc3cc(NCCC4CCCN4C)ccc3c(=O)c2cc1C (stereo not drawn),-3.7,-16,83*,-69,-260,-181,0.9,3,9,-17,-6
CN(CC(=O)Nc1ccc(Cl)c(C(F)(F)F)c1)C(=O)c1cccc(N2C(=O)CCC2=O)c1,1.6,-2,12,-11,2,20,0.2,0,-3,14,1
O=S1(=O)C[C@H](N2CCOCC2)[C@@H](COCc2ccccc2)N1,0.0,-7,11,8,5,0,-0.1,/,/,1,-23
O=C1Nc2ccccc2C(=O)N2C[C@@H](O)C[C@H]12,-0.4,-10,-8,-1,7,-6,-0.1,2,7,7,-17
CCCn1c(N)c(N(CCOC)C(=O)c2c(CC)noc2C)c(=O)[nH]c1=O,-0.6,-8,6,-5,3,0,-0.2,/,-3,16,-1
Cc1occc1C(=O)Nc1cnn(CCCC(=O)O)c1,-0.6,13,1,-18,2,-4,-0.1,2,0,-28,-3
CCC(=O)c1ccc(OCc2cn(CC(=O)c3ccc(O)cc3)nn2)cc1,-2.3,-11,-24,-26,-9,4,-0.3,/,-3,10,-6
Cc1cc(NC(=O)CSc2nccn2C)no1,0.6,-2,-6,20,6,7,0.1,3,-3,-5,-36
O=C(NCCN1CCNC1=O)C1CCC(=O)N(CCc2ccccc2)C1 (stereo not drawn),-0.4,-16,4,-12,7,-5,-0.2,3,7,11,0
O=C(CSc1nc2c(cnn2-c2ccccc2)c(=O)[nH]1)c1ccc(Cl)cc1,-0.5,0,26,-12,20,7,0.0,1,5,8,-7
CCCCCC(=O)N1CCN(S(=O)(=O)c2ccc3c(c2)OCCCO3)CC1,-0.5,-20,13,-12,9,-9,0.3,0,0,17,2
O=C(CSc1nccn(-c2ccc3c(c2)OCCO3)c1=O)Nc1ccccc1,0.4,10,-104,-7,-87,-66,0.0,-4,-17,-13,62*
Cc1cc(Cl)n2ncc(-c3ccccc3)c2n1,2.8,-7,87*,-61,-156,-138,0.1,-3,-6,10,1
Cc1cc(N2CCN(C(=O)c3ccco3)CC2)n2nc(C)nc2n1,1.9,17,16,-47,3,2,0.2,5,6,10,-7
Fc1ccc(OCc2nc(-c3ccncc3)n[nH]2)cc1,-0.8,4,-10,-20,-21,-12,-0.2,-1,-3,5,-20
COc1ccc(CN(C)CCCn2cnc(C(=O)Nc3ccc(C)c(C)c3)n2)cc1OC,1.7,-11,-8,4,-7,-22,0.1,/,4,16,4
COc1ccccc1Nc1ccc2nonc2c1[N+](=O)[O-],-0.3,8,12,-1,19,-12,0.0,3,/,-7,89*
COC(=O)c1ccc(CNC(=O)c2ccc(S(=O)(=O)N3CCCCCC3)cc2)cc1,-2.7,-4,18,-3,16,-9,0.2,/,-2,-3,-24
COc1cccc(OCCCn2ccnc2)c1,-0.4,0,6,1,5,-19,0.1,3,9,14,-10
COCCN(C(=O)CSc1nc2ccccc2o1)c1c(N)n(Cc2ccccc2)c(=O)[nH]c1=O,-0.2,12,2,-19,4,-2,0.2,3,-7,-27,10

# By substructure: the entries above containing a nitro group on carbon (2)
SMILES,hiPSC survival,KKLEB cytotox,Peg3 promoter,NR2E3 ag-1,HIF-2a block,Shn3 inh set2,aDG glyco up,NR2E3 ag-2,MITF TRPM1 inh,CF NFkB block,TWEAK Fn14 block
O=C(NNC(=O)c1ccc(SCC2CCCO2)c([N+](=O)[O-])c1)c1ccc(F)cc1 (stereo not drawn),-1.5,3,2,-5,12,-3,0.1,5,3,8,14
COc1ccccc1Nc1ccc2nonc2c1[N+](=O)[O-],-0.3,8,12,-1,19,-12,0.0,3,/,-7,89*

# Continued:
SMILES,hiPSC survival,KKLEB cytotox,Peg3 promoter,NR2E3 ag-1,HIF-2a block,Shn3 inh set2,aDG glyco up,NR2E3 ag-2,MITF TRPM1 inh,CF NFkB block,TWEAK Fn14 block
CCCNC(=O)C1(C)CCCN(Cc2cc(-c3ccccc3)nn2C)C1 (stereo not drawn),-1.3,5,8,24,12,34,0.5,/,/,11,-8
COc1ccc(N(CC(=O)NCc2ccccc2Cl)S(=O)(=O)c2c(C)noc2C)cc1,-0.3,-8,30,-8,12,6,0.2,-1,-9,12,0
N=c1ccn(Cc2ccccc2Cl)cc1,-0.6,-9,8,-10,14,-25,-0.2,4,26,9,12
O=C(c1ccc(Cl)cc1[N+](=O)[O-])N1CCOCC1,0.8,-5,14,-17,10,8,0.0,-1,7,9,17
O=C(Nc1ccc(S(=O)(=O)Nc2nccs2)cc1)C1CC(=O)N(c2ccccc2)C1 (stereo not drawn),1.5,-12,18,-24,12,-51,-0.1,-3,-1,11,9
Cc1ccc(NCc2nnc(SCC(=O)NCCc3ccccc3)n2C)cc1,1.3,-10,12,-1,-12,1,-0.1,/,5,27,8
O=C(Nc1ncccn1)c1cccc(Cl)c1,-0.2,-5,-12,-11,-6,/,-0.3,3,/,13,-2
CCn1cc(C(=O)OCC(=O)Nc2cccc(S(=O)(=O)N3CCOCC3)c2)c(=O)c2ccc(C)nc21,-0.8,-13,21,18,6,8,-0.3,8,12,16,14
C[C@H]1CN([C@@H](C)CO)C(=O)CCCn2nncc2CO[C@@H]1CN(C)Cc1cccc2c1OCCCO2,-1.0,12,3,9,5,-4,0.0,/,/,14,-7
NNC(=O)CN1C(c2ccc(Cl)cc2)=Nc2ccc(Br)cc2C1c1ccccc1 (stereo not drawn),6.8,11,21,10,16,-5,-0.2,2,1,-14,-14

# Bioassay records as filed in PubChem BioAssay.
